High-throughput results from PubChem BioAssay.
STEP inh = STEP phosphatase inhibitors, primary screen, biochemical, fluorescence intensity, uHTS | recombinant STEP, OMFP fluorogenic substrate | inhibition, % at 20 µM | 360,000 compounds, 0.25% hits | AID 588621, 2011;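 active = inhibition at 20 µM, scaled per plate between control wells, above about 37%, limit read from the data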;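 note: 0% = DMSO with enzyme and substrate and 100% = substrate only without enzyme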
Target sequence (P54829 whole entry, looked up): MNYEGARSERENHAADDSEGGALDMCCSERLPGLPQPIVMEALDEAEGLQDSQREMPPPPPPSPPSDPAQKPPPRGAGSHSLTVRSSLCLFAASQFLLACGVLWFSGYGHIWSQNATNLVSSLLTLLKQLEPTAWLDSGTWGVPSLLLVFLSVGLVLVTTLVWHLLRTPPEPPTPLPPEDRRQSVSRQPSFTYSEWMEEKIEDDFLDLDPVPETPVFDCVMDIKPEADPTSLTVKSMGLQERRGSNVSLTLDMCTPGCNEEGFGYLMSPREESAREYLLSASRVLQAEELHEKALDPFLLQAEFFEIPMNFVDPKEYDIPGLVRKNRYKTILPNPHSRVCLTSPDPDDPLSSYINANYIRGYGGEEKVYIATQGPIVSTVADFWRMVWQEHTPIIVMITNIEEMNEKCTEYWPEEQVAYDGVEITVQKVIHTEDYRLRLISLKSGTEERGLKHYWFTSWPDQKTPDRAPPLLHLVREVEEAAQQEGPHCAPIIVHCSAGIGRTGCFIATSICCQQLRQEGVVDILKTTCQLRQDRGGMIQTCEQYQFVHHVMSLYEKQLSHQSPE
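Assay system: isolated STEP enzyme / Timing: 20 min at room temperature, dark / Doses: 20 µM, 1% DMSO / Technique: fluorescence intensity, excitation 480 nm, emission 540 nm / Reagent: fluorogenic phosphatase substrate OMFP at 25 µM final / Measure: percent inhibition scaled to no-enzyme and uninhibited-enzyme controls, plate-pattern corrected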
MT1-MMP act inh = blockers of MT1-MMP proenzyme processing, primary screen, HT1080 RFP-PRO-GFP cells, GFP/RFP fluorescence. AID 651647, 2012. GFP/RFP ratio change, % at 20 µM. 360,000 compounds, 0.061% hits. Matrix metalloproteinase-14 (Homo sapiens), P50281. GFP/RFP ratio fluorescence, overnight; percent of plate control window, DMSO zero;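 active = GFP/RFP ratio change of at least 30% with cell ATP level not reduced by more than half and red fluorescence within 50% of control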; note: strong numbers were not always called active
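system = RFP-PRO-GFP reporter HT1080 cells | dosing = 20 µM single dose, 1% DMSO | timing = overnight cell settling, then overnight compound exposure, 37 °C, 5% CO2 | read-out basis = GFP/RFP fluorescence ratio | controls = DMSO and RFP-L50D-GFP cell wells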
DNMT1 block = human DNMT1 methyltransferase inhibitors, primary screen, biochemical, molecular beacon, fluorescence, HinP1I cleavage, uHTS | inhibition (reported as % activation of signal), % at 10 µM | 360,000 compounds, 0.83% hits | DNA (cytosine-5)-methyltransferase 1 (Homo sapiens), P26358; in the data active = inhibition above about 50%
Rpn11 block = Rpn11 (PSMD14) deubiquitinase inhibitors, primary screen, biochemical, fluorescence polarization, uHTS; 26S proteasome non-ATPase regulatory subunit 14 (Homo sapiens), O00487; calls only at 20 µM; 360,000 compounds, 0.59% hits; human 26S proteasome, Ub4-pepOG fluorescence polarization; 20S core pre-blocked with epoxomicin;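 active = inhibition at 20 µM, scaled to each plate's controls, above about 33%, limit read from the data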
Target sequence (O00487 whole entry, looked up): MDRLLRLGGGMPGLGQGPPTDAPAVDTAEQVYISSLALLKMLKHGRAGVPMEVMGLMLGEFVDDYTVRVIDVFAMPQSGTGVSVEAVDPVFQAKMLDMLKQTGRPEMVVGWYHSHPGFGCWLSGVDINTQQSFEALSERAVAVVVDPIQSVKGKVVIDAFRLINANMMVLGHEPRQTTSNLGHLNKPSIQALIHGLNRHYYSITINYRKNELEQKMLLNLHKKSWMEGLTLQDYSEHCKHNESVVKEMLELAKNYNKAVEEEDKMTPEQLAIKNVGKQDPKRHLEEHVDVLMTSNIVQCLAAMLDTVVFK
SKN-1 inh = suppressors of acrylamide-induced Pgst-4::GFP reporter in worms, primary screen, SKN-1 inhibitor project, whole organism, uHTS, GFP/RFP fluorescence ratio, strain VP596 | AID 624304, 2012 | 360,000 compounds, 0.49% hits | C. elegans VP596 Pgst-4::GFP/RFP ratio, 24 h | inhibition, % at 21.8 µM;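 active = interference check ratio from 0.5 to 1.5 plus GFP to RFP signal ratio inhibition reaching or exceeding a fixed threshold, cut at about 30% in these data, passing the limit was not always enough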; note: some compounds called inactive have numbers as strong as hits
CendR NRP1 mod = modulators of CendR peptide binding to NRP-1, primary screen, biochemical, fluorescence polarization, uHTS. inhibition, % at 25 µM. FAM-RPARPAR peptide binding to NRP-1. AID 602438, 2012. Neuropilin-1 (Homo sapiens), O14786. 360,000 compounds, 0.85% hits;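 active = inhibition or corrected inhibition above about 18%, plus a signal ratio from 0.5 to 1.5, limit read from the data, passing the limit was not always enough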; note: strong numbers were not always called active
Scp-1 inhibitor = Scp-1 phosphatase inhibitors, primary screen, biochemical, colorimetric, uHTS | AID 493091, 2011 | 340,000 compounds, 0.88% hits | Carboxy-terminal domain RNA polymerase II polypeptide A small phosphatase 1 (Homo … | inhibition, % at 20 µM | Recombinant Scp1, phosphopeptide, malachite green phosphate absorbance;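 active = inhibition above about 50% at 20 µM, limit read from the data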;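 note: plate controls were DMSO wells with enzyme for no effect and wells lacking enzyme for full effect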
Target sequence (Q9GZU7 76-261 limits assumed): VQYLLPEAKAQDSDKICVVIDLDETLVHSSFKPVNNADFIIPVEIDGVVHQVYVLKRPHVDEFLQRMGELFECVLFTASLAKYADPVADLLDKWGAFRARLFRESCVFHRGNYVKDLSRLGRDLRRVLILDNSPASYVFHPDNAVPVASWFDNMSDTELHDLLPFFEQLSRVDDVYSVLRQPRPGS
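Assay system: SCP-1 catalytic fragment, aa 76-261 | Buffer or medium: Tris acetate buffer pH 5.5 with MgCl2 and Tween-20 | Compound: One concentration, 20 µM, with 1.0% DMSO | Also added: Phospho 17-mer peptide substrate | Signal: Absorbance at 630 nm | Incubation: 45 min enzyme reaction at room temperature | Measure: % inhibition of SCP-1 phosphate liberation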
SUMO1-SIM PPI = modulators of SUMO1 protein-protein interactions, primary screen, biochemical, uHTS | 360,000 compounds, 0.33% hits | SUMO1 binding to a labelled peptide, TR-FRET, 1 h | Small ubiquitin-related modifier 1 (Homo sapiens), P63165 | inhibition, % at 20 µM | AID 602429, 2012; in the data active = inhibition above about 37%
LMPTP block = LMPTP phosphatase inhibitors, primary screen, biochemical, fluorescence intensity, uHTS; Low molecular weight phosphotyrosine protein phosphatase (Homo sapiens), P24666; recombinant LMPTP-A, OMFP fluorogenic substrate; inhibition, % at 20 µM; 360,000 compounds, 0.22% hits; AID 651560, 2012;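 active = compounds that cut the enzyme signal by at least half of the control window in the single-dose screen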;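 note: plate controls were DMSO wells with enzyme plus substrate for no effect and substrate without enzyme for full effect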
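test system = LMPTP-A | amount = 0.625 nM LMPTP-A final | reagent = fluorogenic phosphatase substrate OMFP at 400 µM final | incubation = 50 min at room temperature | benchmarks = no-enzyme low control, uninhibited high control | medium = Bis-Tris pH 6.0, DTT, detergent | signal = fluorescence intensity of OMFP turnover product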
NadD inh = inhibitors of S. aureus NadD, primary screen, biochemical, colorimetric, uHTS; purified NadD enzyme, colorimetric absorbance read-out; inhibition, % at 20 µM; 360,000 compounds, 0.78% hits; in the data active = inhibition above about 26%; note: some compounds past the cut are filed as inactive
Numbers without * were called inactive; i = inactive; / = no result given.

SMILES	STEP inh	MT1-MMP act inh	DNMT1 block	Rpn11 block	SKN-1 inh	CendR NRP1 mod	Scp-1 inhibitor	SUMO1-SIM PPI	LMPTP block	NadD inh
CC(=O)NC1C(OCc2ccccc2)OC2COC(C)(C)OC2C1O (stereo not given)	-2.5	-1.6	0.7	i	-3.3	0.0	-0.7	-1.9	-0.9	1.4
Cc1ccc(C(=O)N/C(=C/c2ccco2)C(=O)NCc2ccco2)cc1	2.9	-4.7	18.4	i	3.5	-18.4	21.2	-2.6	0.7	6.8
COc1ccc(S(=O)(=O)N2CCOCC2)cc1NC(=O)C1COc2ccccc2O1 (stereo not given)	-1.0	1.7	-0.9	i	1.8	8.6	3.4	2.0	0.2	-6.4
CCCn1nc(Oc2nc(NCC)nc(NCC)n2)ccc1=O	-0.8	7.4	-1.4	i	11.4	-6.7	0.3	1.2	0.7	-2.3
Cn1nnnc1Sc1ncnc2scc(-c3cccc4ccccc34)c12	1.8	-4.1	7.6	i	13.8	3.7	47.3	-9.1	1.2	-1.2
Cn1c(=O)c2c(nc(N3CCOCC3)n2CCNC2=NCCC2)n(C)c1=O	0.6	2.1	-0.6	i	-4.7	1.0	-7.0	3.0	-2.5	-3.2
Cc1cc(C)c(NC(=O)CSc2nncn2-c2cccnc2)c(C)c1	15.0	-0.1	-7.4	i	11.5	-13.9	-7.2	1.9	-1.9	8.8
CCOC(=O)CNc1c(-c2ccc(O)cc2)nc2ccccn12	0.9	5.9	3.0	i	2.2	-8.9	-6.5	-1.2	-0.8	1.7
COc1ccc(NC(=O)c2cc(Br)c(Br)s2)cn1	-4.7	-2.7	-5.0	i	-1.5	-1.8	-0.3	-1.3	2.3	-0.2
COc1ccc(S(=O)(=O)N2CCc3ccccc3C2)cc1	1.5	-0.1	-3.2	i	6.0	-1.8	-3.5	3.6	1.6	-1.6
CCOc1cc(C2NC(=O)NC2=O)ccc1O (stereo not given)	-1.6	-1.4	-0.2	i	6.2	-4.7	-4.4	6.7	0.9	-7.1
COCc1c(Br)c(C)nc(OCC(=O)O)c1C#N	0.4	0.6	2.7	i	10.2	-1.9	23.7	0.9	-0.9	2.4
O=C1NC(c2ccccc2)(C(F)(F)F)SC2=CCCCCN12 (stereo not given)	-0.1	0.6	0.0	i	8.2	-4.7	-6.2	-8.3	0.4	-6.8
COc1ccccc1NC(=S)N(CCc1ccc(OC)c(OC)c1)Cc1ccccn1	-1.2	0.4	1.6	i	-0.7	-10.5	-5.2	1.6	-0.4	-5.1
CC1(C)NC(=O)N(CC(=O)OCC(=O)Nc2cccc(F)c2)C1=O	-2.4	-4.0	1.6	i	-12.3	-2.9	-7.7	0.8	-2.3	-2.3
CCCCCN(C(=O)CCC(=O)OCC(=O)N1C(C)CCCC1C)c1c(N)n(CCCC)c(=O)[nH]c1=O (stereo not given)	1.6	-5.3	-3.0	i	0.7	7.7	-4.8	2.6	-0.1	6.1
NC(=O)c1nsc(C(=O)N(c2ccccc2)C(C(=O)NC2CCCC2)c2cccs2)c1N (stereo not given)	-2.6	0.7	53.7*	i	-6.6	-2.5	1.8	-2.8	9.8	-3.8
COc1ccc(S(=O)(=O)Nc2c(C)n(C)n(-c3ccccc3)c2=O)c(Cl)c1Cl	-3.9	0.7	2.0	i	-0.7	-9.0	17.5	5.3	-2.8	0.9
COc1cccc(N(C(=O)c2cnccn2)C(C(=O)NC2CCCCC2)c2ccc(Cl)cc2)c1 (stereo not given)	-1.3	-5.8	-2.3	i	-1.6	1.6	7.2	-1.3	-1.7	-1.2
Cc1ccc(Cl)cc1N1CCN(S(=O)(=O)c2ccc3c(c2)CC(=O)N3C)CC1	3.3	-4.9	-10.2	i	-4.4	-8.0	-5.1	-0.4	0.6	28.5*
COc1ccc(-c2nc(N)ncc2Oc2ccccc2Br)c(O)c1	-1.2	-8.6	1.1	i	1.0	1.9	10.1	-74.1	-1.0	5.3
COc1ccc(-n2cc(-c3ccc(OC(F)F)cc3)[n+]3c2CCCCC3)cc1	0.1	-4.3	-1.6	i	-2.2	6.8	5.3	0.1	-0.4	-1.0
COc1cc(S(=O)(=O)Nc2ccc3c(c2)C(=O)N(C)C3=O)ccc1NC(C)=O	-3.7	-34.1	8.7	i	-0.5	10.7	-12.4	-28.0	-0.6	0.2
CC1CCCCC1NC(=O)Cc1ccc(S(=O)(=O)N2CCOCC2)s1 (stereo not given)	-1.9	-0.1	-6.8	i	-2.2	1.7	-4.7	-15.1	0.7	-1.7
O=C(N/N=C/c1cccnc1)c1ccc(Cn2cc([N+](=O)[O-])cn2)o1	-2.2	-4.7	0.2	i	2.6	-2.7	2.1	-14.4	-0.7	-0.3
O=C(CSc1ccccn1)N1CCN(S(=O)(=O)c2ccc(Cl)cc2)CC1	0.5	-1.0	0.0	i	2.6	0.4	-2.8	0.3	-0.2	-3.0
Cc1cccc(C)c1NC(=S)N/N=C/c1ccccc1C(=O)O	-1.5	-0.1	0.2	i	-2.7	-6.6	-9.0	1.2	-1.0	3.4
COc1ccc(C(=O)C[n+]2ccc3c(c2)nc(-c2ccccc2)n3C)cc1	-2.1	-0.9	1.5	i	4.9	-18.9	-14.2	-2.5	0.6	-5.5
Cc1cccc(-n2c(=O)c3ccccc3n3c(=S)[nH]nc23)c1C	0.1	-1.6	-0.3	i	-6.1	-8.9	1.4	11.3	-1.4	0.4
O=[N+]([O-])c1cccc(NC(=S)NCCc2ccccc2)c1	-0.9	1.7	-2.2	i	-1.3	-0.9	-8.4	-11.6	1.1	-2.4
O=C1CCC/C=C/C[C@@H](CC(=O)N(CCO)Cc2ccccc2)C(=O)NC[C@H](c2ccccc2)O1	-2.8	3.4	-2.1	i	-13.3	4.9	3.5	0.6	-0.6	-3.0
CCCn1c(SCC(=O)Nc2ccc3c(c2)OCCO3)nnc1-c1ccco1	-5.3	-1.6	4.7	i	-8.3	6.5	-4.2	-1.9	0.1	8.1
O=C1C2Sc3[nH]c(=O)sc3C(c3ccccc3)C2C(=O)N1c1ccc(Cl)cc1 (stereo not given)	-1.4	2.2	-3.4	i	-3.1	-12.8	-12.2	-1.0	-0.9	3.9
COc1ccccc1OCCNC(=O)C1CC(=O)N(c2ccccc2OC)C1 (stereo not given)	-0.9	-2.8	0.5	i	-7.4	10.6	-10.4	0.2	-1.7	-3.4
C#CCN(C[C@@H]1[C@@H](OC(=O)NCC2CCCCC2)[C@@H](OC(=O)NCC2CCCCC2)Cn2c(=O)n(CCCCCC)c(=O)n21)S(=O)(=O)c1ccc(C)cc1	2.2	-6.5	3.1	i	-7.2	3.1	/	2.9	-2.9	9.3
Cc1c(N)c(C(C)(C)C)cc(C(C)(C)C)c1[N+](=O)[O-]	-2.8	2.0	9.8	i	19.1	0.6	-5.1	2.6	2.2	-9.7
O=C(c1ccc2c(c1)OCO2)N1CCC2(CC1)Oc1ccc(F)cc1C(=O)C21CC(c2cccnc2)=NO1 (stereo not given)	2.3	-5.3	-4.9	i	10.6	-3.5	0.6	-3.7	0.7	8.9
COc1ccc(C2(CNC(=O)c3cccs3)CCOCC2)cc1	0.1	-5.7	-0.9	i	-9.5	1.5	-4.6	-6.1	-0.1	-4.6
COCCNc1nc(-c2ccc(Cl)cc2C)c2sccc2n1	-4.5	-4.6	-1.2	i	13.5	-12.3	/	-2.9	-1.6	-1.2
COC(=O)c1ccc2nc(-c3ccc(OC)c(OC)c3)c(Cc3cccc(F)c3)n2c1	/	4.8	/	/	4.0	-25.3	/	7.2	6.5	2.1
O=C(NCC1CCCO1)c1cccc(NC(=O)c2ccc(Br)cc2)c1 (stereo not given)	-1.1	0.4	0.7	i	8.4	12.6	-12.7	8.2	-0.2	0.8
COC(=O)CCC(=O)Nc1cccc(C(=O)Nc2cccc(Cl)c2)c1	1.7	2.7	-7.4	i	-31.1	7.6	-3.3	-3.1	-2.0	-2.7
NC(=O)C1(NC(=O)[C@@H]2CC3(CC(c4cccc(NC(=O)[C@@H]5CCC(=O)N5)c4)=NO3)CN2C(=O)Cc2ccc(Cl)cc2)CC1 (stereo not given in full)	-2.4	1.0	-0.6	i	14.8	0.0	-3.0	1.1	-1.0	2.9
O=C(CN1CCN(c2ccccn2)CC1)NCc1cccs1	2.2	-1.2	1.9	i	-4.7	-5.5	3.2	-1.8	1.7	-2.2
C/[N+]([O-])=C/c1c(OCc2ccccc2)ccc2ccccc12	-1.9	2.4	-0.5	i	-2.5	-0.3	-4.2	-20.8	-1.1	-3.4
C/C(CC(=O)Nc1ccccc1F)=N\NC(=O)Cc1ccc(Cl)cc1	0.8	-2.1	-1.9	i	7.7	-2.3	-8.4	1.0	-0.2	-2.3
CCOC(=O)[C@@H]1[C@H]2COc3ccc(Br)cc3[C@@H]2N2C(=O)N(c3ccc(C)cc3)C(=O)[C@@]12C	1.0	0.1	-3.0	i	24.8	4.0	-14.5	1.8	-3.4	-12.9

Retrieved by compound from the list above, 3 records:
SMILES	STEP inh	MT1-MMP act inh	DNMT1 block	Rpn11 block	SKN-1 inh	CendR NRP1 mod	Scp-1 inhibitor	SUMO1-SIM PPI	LMPTP block	NadD inh
CCOC(=O)[C@@H]1[C@H]2COc3ccc(Br)cc3[C@@H]2N2C(=O)N(c3ccc(C)cc3)C(=O)[C@@]12C	1.0	0.1	-3.0	i	24.8	4.0	-14.5	1.8	-3.4	-12.9
O=C(NCC1CCCO1)c1cccc(NC(=O)c2ccc(Br)cc2)c1 (stereo not given)	-1.1	0.4	0.7	i	8.4	12.6	-12.7	8.2	-0.2	0.8
C/[N+]([O-])=C/c1c(OCc2ccccc2)ccc2ccccc12	-1.9	2.4	-0.5	i	-2.5	-0.3	-4.2	-20.8	-1.1	-3.4
